m5-HT2A agonist: mouse HTR2A agonism via beta-arrestin recruitment | CHO-K1 mHTR2A beta-arrestin complementation, luminescence; percent of 30 µM serotonin response | activation, % at 7.6 µM | hit rate 0.66% among 360,000 | AID 624169;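 active = activation above a run cutoff, the mean activation of all tested compounds plus 3 SD, cut at about 14% in these data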;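 note: 0% = plate median of compound wells and 100% = 30 µM serotonin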
hiPSC survival: increases survival of single human iPS cells | hit rate 0.044% among 360,000 | hiPSC single-cell survival, ATPlite luminescence; 100% = ROCK inhibitor wells, 0% = DMSO | survival enhancement, % at 20 µM; in the data active = survival enhancement above about 18%;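 note: cells exposed to compounds for 16 hours before the ATP read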
ABHD5 PLIN5 PPI: inhibitors of human ABHD5-perilipin-5 interaction; Split G. princeps luciferase complementation, luminescence, 4 h; inhibition, % at 4 µM; hit rate 0.78% among 360,000; AID 602281;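 active = inhibition above the mean inhibition across every tested compound plus 3 SD, cut at about 22% in these data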;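 note: 0% = DMSO only wells and the 100% control is not disclosed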
H9c2 protect: myocardial damage modulation in H9c2 cells; H9c2 cardiomyocytes, H2O2 injury protection, ATPLite, 2 h; protection from H2O2 cell death, % at 20 µM; hit rate 0.63% among 360,000; AID 588492;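 active = compounds giving at least 50% protection of heart cells from peroxide-induced death in the single-dose screen, raw or plate-pattern-corrected value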;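 note: 0% = DMSO wells with peroxide and 100% = DMSO wells without peroxide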
ABCB6 inh 2: inhibitors of human ABC transporter ABCB6 | Q9NP58 | K562-ABCB6 porphyrin accumulation, flow cytometry, 1 h; hits give low values | fluorescence ratio to DMSO, % at 10 µM | hit rate 0.19% among 360,000 | AID 602162;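 active = fluorescence ratio to DMSO below 75%, the collection mean minus 3 SD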;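 note: signal is porphyrin accumulated inside mitochondria; 100% equals median channel fluorescence of DMSO control wells; lower ratio means ABCB6 inhibition with less porphyrin fluorescence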
Target sequence (Q9NP58 whole entry, looked up): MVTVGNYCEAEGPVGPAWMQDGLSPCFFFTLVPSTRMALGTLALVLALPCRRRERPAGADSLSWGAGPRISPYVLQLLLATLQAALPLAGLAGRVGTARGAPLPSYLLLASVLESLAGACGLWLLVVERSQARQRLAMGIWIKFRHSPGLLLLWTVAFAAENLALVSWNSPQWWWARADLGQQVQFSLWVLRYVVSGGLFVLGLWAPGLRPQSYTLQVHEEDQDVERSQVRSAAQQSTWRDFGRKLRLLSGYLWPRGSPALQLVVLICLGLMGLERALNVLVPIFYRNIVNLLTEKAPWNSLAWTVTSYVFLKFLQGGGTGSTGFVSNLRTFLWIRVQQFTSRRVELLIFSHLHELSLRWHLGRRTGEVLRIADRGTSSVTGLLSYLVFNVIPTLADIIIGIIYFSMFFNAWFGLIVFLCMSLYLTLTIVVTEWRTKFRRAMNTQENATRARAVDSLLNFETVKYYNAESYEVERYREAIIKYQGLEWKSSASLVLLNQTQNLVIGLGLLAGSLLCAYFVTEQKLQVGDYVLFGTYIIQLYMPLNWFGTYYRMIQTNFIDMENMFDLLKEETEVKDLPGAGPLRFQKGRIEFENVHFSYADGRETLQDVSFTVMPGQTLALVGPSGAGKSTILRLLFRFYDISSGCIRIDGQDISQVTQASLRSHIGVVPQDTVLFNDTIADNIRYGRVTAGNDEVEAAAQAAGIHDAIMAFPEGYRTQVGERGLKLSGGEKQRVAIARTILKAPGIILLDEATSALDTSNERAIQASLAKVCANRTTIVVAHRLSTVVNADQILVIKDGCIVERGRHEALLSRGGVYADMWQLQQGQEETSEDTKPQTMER
MC4R antag cAMP: blocks human MC4R cAMP signaling. hit rate 0.48% among 360,000. MC4R-expressing cells, MTII-stimulated cAMP, LANCE TR-FRET. inhibition, % at 6.5 µM;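 active = inhibition above its plate's cutoff, the mean of tested wells on that plate plus 3 SD, cut at about 29% in these data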;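 note: 0% = Melanotan II alone and 100% = Melanotan II plus saturating MCL0020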
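Assay system: human MC4R-expressing U2OS cells; reagent: Melanotan II stimulation of cells; dosing: 6.5 µM single dose; timing: compound 30 min, challenge 1 h, detection 1 h; signal: TR-FRET cAMP assay; replicates: one well per compound, no replicates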
MC4R barr agon: agonists of human melanocortin 4 receptor (MC4R) beta-arrestin; U2OS MC4R beta-arrestin complementation, luminescence; percent of melanotan II response, DMSO zero; activation, % at 8.9 µM; AID 540308; hit rate 0.98% among 360,000;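 active = activation above a per-plate cutoff, the mean activation of sample wells on that plate plus 3 SD, cut at about 8% in these data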
Exocytosis inh: blocks lytic granule exocytosis. TALL-104 LAMP-1 surface exposure, flow cytometry; cells stimulated with thapsigargin and PMA. hit rate 0.66% among 360,000. inhibition, % at 10 µM;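 active = inhibition above about 55%, limit read from the data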
Glyco luc inh: N-linked glycosylation inhibition. D54 ERlucT glycosylation luciferase reporter, 24 h; percent of 100 nM tunicamycin response. AID 588692. hit rate 0.23% among 360,000. reporter increase, % at 12.5 µM;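 active = mean luciferase reporter signal, scaled so untreated is 0 and the glycosylation-blocking control 100, at or above a set limit in every replicate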;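 note: luciferase carries N-glycosylation sites so blocking glycosylation raises the light; 0% = median of neutral control wells and 100% = median of 100 nM tunicamycin wells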
aDG glyco up: alpha-DG glycosylation activation | activation, % at 10 µM | AID 624168 | hit rate 0.22% among 360,000 | Pro5-aDG cells, alpha-DG glycosylation AlphaScreen (IIH6); 0% Pro5, 100% B10-LARGE cell signal;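 active = activation of at least 8% versus controls, or a plate z-score of at least 8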;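 note: Pro5 are CHO cells carrying HIG-tagged alpha-DG that lacks glycosylation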
Starred values were filed as active, the others as inactive.

SMILES	m5-HT2A agonist	hiPSC survival	ABHD5 PLIN5 PPI	H9c2 protect	ABCB6 inh 2	MC4R antag cAMP	MC4R barr agon	Exocytosis inh	Glyco luc inh	aDG glyco up
CCn1c(SCC(=O)OC)nnc1-c1ccccc1	3	-1.7	-4	4	103	3	-0.9	0	1	-0.3
NCC(O)CN1CCN(Cc2ccccc2)CC1 (stereo unspecified)	-3	-0.4	1	-1	96	-4	0.6	14	0	-0.1
O=C(Nc1nnc(C23CC4CC(CC(C4)C2)C3)s1)c1ccco1	-1	-4.4	-4	-26	109	-4	2.0	3	2	0.0
CCn1ccnc1CN(C)Cc1cn(-c2cc(C)ccc2C)nc1-c1ccccc1	-8	-0.2	5	3	98	10	0.9	-5	-2	1.5
Cc1cccc(NC(=S)N=Nc2c(O)[nH]c3ccccc23)c1	-3	0.7	-14	36	91	-4	-2.4	-3	1	1.4
CCOC(=O)c1c(NC(=O)Cc2ccccc2)sc2c1CCN(C)C2	-7	0.1	4	-1	99	3	0.3	4	-5	0.1
COc1ccc(OC)c(CCNC(=O)CCc2cn(C)c3ccccc23)c1	-7	-0.6	-4	-1	96	-1	-1.1	18	1	0.3
O=C(NCCCN1CCOCC1)c1ccccc1NS(=O)(=O)c1ccc(F)cc1	-4	0.1	-4	16	99	5	-2.3	0	1	0.0
O=[N+]([O-])c1ccc(N2CCCCC2)c(-c2nn[nH]n2)c1	1	0.0	-1	-4	91	1	-2.5	-1	1	0.3
CC(=O)c1oc2ccccc2c1NC(=O)COC(=O)c1ccc(-n2nc(C)cc2C)cc1	-3	2.6	-5	-2	96	-1	-0.8	0	2	0.0
O=C(CN1C(=O)NC2(CCCCCC2)C1=O)N1CCC(Cc2ccccc2)CC1	-3	-3.3	-2	-2	98	10	3.3	1	-3	0.1
CCC(C(=O)N1CCN(S(=O)(=O)c2ccc(F)cc2)CC1)c1ccccc1 (stereo unspecified)	-1	0.0	-6	11	96	8	-0.2	2	0	0.2
Clc1ccc(CNc2ccccc2NCc2ccc(Cl)nc2)cn1	4	-1.0	9	5	108	11	0.5	0	4	0.0
O=C1N(S(=O)(=O)c2ccccc2F)C(=O)C2(CCCC2)N1S(=O)(=O)c1ccccc1F	7	-0.1	-1	3	102	13	-1.1	-2	0	-0.2
O=[N+]([O-])c1cccc(S(=O)(=O)N2CCCCC2)c1	2	-0.1	6	2	101	10	-1.1	-2	3	-0.1

Profiles, looked up by structure:
CCC(C(=O)N1CCN(S(=O)(=O)c2ccc(F)cc2)CC1)c1ccccc1 (stereo unspecified) as listed: m5-HT2A agonist: -1; hiPSC survival: 0.0; ABHD5 PLIN5 PPI: -6; H9c2 protect: 11; ABCB6 inh 2: 96; MC4R antag cAMP: 8; MC4R barr agon: -0.2; Exocytosis inh: 2; Glyco luc inh: 0; aDG glyco up: 0.2
O=C1N(S(=O)(=O)c2ccccc2F)C(=O)C2(CCCC2)N1S(=O)(=O)c1ccccc1F as listed: m5-HT2A agonist: 7; hiPSC survival: -0.1; ABHD5 PLIN5 PPI: -1; H9c2 protect: 3; ABCB6 inh 2: 102; MC4R antag cAMP: 13; MC4R barr agon: -1.1; Exocytosis inh: -2; Glyco luc inh: 0; aDG glyco up: -0.2

Later entries:
SMILES	m5-HT2A agonist	hiPSC survival	ABHD5 PLIN5 PPI	H9c2 protect	ABCB6 inh 2	MC4R antag cAMP	MC4R barr agon	Exocytosis inh	Glyco luc inh	aDG glyco up
CC1=NN(c2nc3ccccc3s2)C(O)(C(F)(F)F)C1 (stereo unspecified)	1	-1.0	2	3	105	3	1.1	-11	0	0.0
CCN(CC(=O)NC)S(=O)(=O)c1ccc(Br)cc1	-1	-2.2	-4	1	97	9	-0.9	1	2	0.1
N/C(=N\OC(=O)CCc1ccccc1)c1ccc(Cl)cc1	-1	3.0	-5	-3	108	3	6.6	-3	2	0.0
COCCNC(=O)C1(C(F)(F)F)CC(CCCO)CCCO1 (stereo unspecified)	-3	2.2	2	-4	98	-1	-1.7	-9	1	-0.1
N=C1SCC(=O)N1c1ncc(Cc2cccc(Cl)c2)s1	-7	-0.4	-5	4	97	0	-2.4	2	3	0.0
Cc1cccc(OCCOCCN2CCNCC2)c1C	-1	-0.7	6	14	103	1	-0.1	-5	2	0.1
CCOC(=O)c1nn(-c2ccc(OCC)cc2)c2nc(-c3ccco3)c(C#N)c(=O)n12	3	-0.8	-1	9	102	22	0.0	0	0	-0.3
CC(C)CNC(=O)CSc1nnc2ccccn12	-3	-0.4	-7	12	97	0	-0.7	-1	4	-0.4
O=C(Nc1cccc(F)c1)C1CCN(S(=O)(=O)c2cccc3nonc23)CC1	-6	-0.4	0	2	92	-7	-0.5	17	-3	-0.1
COc1cc(NC(=O)C2=C(N3CCOCC3)/C(=C\c3ccc(Br)cc3)CC2)cc(OC)c1OC	3	-0.6	12	2	124	3	-0.5	4	1	0.2
Cn1c(OCc2ccc3c(c2)OCO3)nc2c1c(=O)n(Cc1ccc(Cl)c(Cl)c1)c(=O)n2C	0	3.3	-3	26	95	-2	-1.8	2	-1	0.2
CSCCC(NS(=O)(=O)c1ccc(Cl)cc1)C(=O)OCC(=O)NC12CC3CC(CC(C3)C1)C2 (stereo unspecified)	0	4.8	-1	-19	100	3	2.2	7	-1	0.6
O=C(Nc1cc(Oc2ccc(Cl)cc2)cc([N+](=O)[O-])c1)c1ccco1	-6	-1.7	-6	-11	94	-1	-2.5	3	-7	0.0
O=C1C2CCCN2C(=S)N1c1cc(Cl)ccc1Cl (stereo unspecified)	7	-0.4	10	-4	103	4	-1.2	11	3	-0.2
CCN(C1CCS(=O)(=O)C1)S(=O)(=O)c1cccc([N+](=O)[O-])c1 (stereo unspecified)	-1	2.4	-6	11	91	2	-3.0	-1	3	0.1
CCO[C@@H]1c2c(ccc3ccc(=O)oc23)OC(C)(C)[C@H]1O	-4	0.2	-3	3	95	-1	-2.0	2	0	-0.3
O=C(OCc1ccccc1)N1CCC2CC1c1cc(-c3ccc4c(c3)OCO4)ccc12 (stereo unspecified)	-3	2.8	-1	-17	98	-6	-1.0	-1	2	0.0
N#C/C(=C\c1ccc[nH]1)C(=O)Nc1ccccc1Cl	0	0.5	-2	-2	105	11	12*	-4	1	0.1
CCOC(=O)Cn1nnc2c(sc3nc4c(c(-c5ccc(Cl)cc5)c32)CCC4)c1=O	0	6.4	-2	-24	99	12	-0.9	5	-4	0.0
O=C(c1ccc(S(=O)(=O)N2CCCC2)cc1)N1CCN(S(=O)(=O)c2cccc(F)c2)CC1	1	-0.5	1	4	95	1	-0.5	2	-1	-0.2
COc1ccc(OC)c(/C=N/NC(=O)CC(=O)NC2CCCCC2)c1	2	1.5	-5	3	92	1	-0.1	-8	0	-0.1
Clc1ccc2nc3ccccn3c2c1	-2	0.7	-1	6	93	-3	-2.3	-4	1	0.2
CCC(=O)Nc1ccc2c(c1)C(=O)N(C)C2=O	1	-3.9	4	-4	105	1	-1.9	4	1	-0.1
CC(=O)c1c(C)[nH]c(C(=O)COC(=O)CNS(=O)(=O)c2ccccc2)c1C	6	-2.1	4	8	102	4	-2.6	-8	1	-0.1
COc1ccc(Cl)cc1C(=O)NNC(=S)NC(=O)c1cc(-c2ccc(Cl)cc2)nc2ccccc12	3	0.8	-8	6	89	6	-3.8	-4	4	0.3
O=S(=O)(Nc1ccc(N2CCOCC2)cc1)c1c(F)cc(F)cc1Br	-1	0.1	6	-3	97	-3	-2.1	-1	0	-0.1
C=Cc1ccc(Cn2c(C)c(C(=O)NCc3cccc(C)c3)sc2=O)cc1	1	-1.5	-7	-1	95	6	-0.9	-7	-8	-0.1
Cc1ccc(Cn2ccsc2=NC(=O)COC(=O)c2ccc(NC(=O)CC#N)cc2)cc1	-2	0.4	-5	-16	97	5	-2.4	13	-1	-0.1
O=C1C2C3C=CC(C3)C2S(=O)(=O)C2C3C=CC(C3)C12 (stereo unspecified)	0	-0.7	-9	3	102	12	0.2	-2	1	0.2
Cc1ccccc1CSc1[nH]c(=O)ncc1C	4	0.2	-9	-5	103	1	-0.6	-1	2	-0.2
Cc1ccc(C)c(N2CCN(C(=O)Cn3ncn4cccc4c3=O)CC2)c1	2	4.7	3	5	98	5	0.2	0	0	-0.2
O=C(NCCOc1ccc(F)cc1)C1CCC(=O)N(CCCN2CCCC2=O)C1 (stereo unspecified)	2	0.6	0	3	90	17	-2.4	-5	-1	-0.2
CCn1nc(C)c(/C=N\NC(=O)c2ccc3c(c2)OCO3)c1C	-3	9.6	7	7	97	6	1.0	3	-2	-0.3
COc1ccc(Cl)cc1NC(=O)COC(=O)CCCC1=NS(=O)(=O)c2ccccc2N1	-10	0.3	-1	4	101	-1	-1.9	-1	1	-0.2
O=C(c1cc(N2CCOCC2)c(F)cc1[N+](=O)[O-])N1CCOCC1	-1	-0.3	7	-4	102	4	-1.0	-6	2	-0.1
COc1ccc(CNC(=O)NS(=O)(=O)c2ccc(C)cc2)cc1	-1	-0.7	-4	8	102	2	-1.1	8	-1	-0.2
O=c1c(=O)n(CCO)n(CCO)c(=O)n1CCO	1	-0.6	0	-2	96	10	-1.8	1	0	-0.1
COc1cccc(C(=O)NC23CC4CC(CC(C4)C2)C3)c1	-6	-0.3	-3	0	98	11	1.0	1	0	0.1
Cn1c(=O)oc2cc(S(=O)(=O)N3CCc4ccccc4C3)ccc21	-2	-0.1	-1	-5	97	13	-1.3	1	-1	-0.1
CCC(CC)c1nnc(NC(=O)C2CC(=O)N(C3CCCC3)C2)s1 (stereo unspecified)	0	-0.7	-5	0	96	10	-0.8	3	0	-0.1
CC(C)NC(=O)C(=O)NCCCOC(C)C	-2	-0.7	0	9	88	0	-1.7	-2	2	-0.2
O=C1N[C@H](Cc2ccccc2)CO1	-3	1.6	4	8	99	12	0.7	-6	2	0.1
O=C(NC(=S)NCc1ccco1)c1ccc(Br)cc1	-9	-0.3	-10	-2	93	1	5.3	1	-9	-0.4

Grouped by structure: those above containing two or more sulfur atoms
SMILES	m5-HT2A agonist	hiPSC survival	ABHD5 PLIN5 PPI	H9c2 protect	ABCB6 inh 2	MC4R antag cAMP	MC4R barr agon	Exocytosis inh	Glyco luc inh	aDG glyco up
O=C1N(S(=O)(=O)c2ccccc2F)C(=O)C2(CCCC2)N1S(=O)(=O)c1ccccc1F	7	-0.1	-1	3	102	13	-1.1	-2	0	-0.2
N=C1SCC(=O)N1c1ncc(Cc2cccc(Cl)c2)s1	-7	-0.4	-5	4	97	0	-2.4	2	3	0.0
CSCCC(NS(=O)(=O)c1ccc(Cl)cc1)C(=O)OCC(=O)NC12CC3CC(CC(C3)C1)C2 (stereo unspecified)	0	4.8	-1	-19	100	3	2.2	7	-1	0.6
CCN(C1CCS(=O)(=O)C1)S(=O)(=O)c1cccc([N+](=O)[O-])c1 (stereo unspecified)	-1	2.4	-6	11	91	2	-3.0	-1	3	0.1
O=C(c1ccc(S(=O)(=O)N2CCCC2)cc1)N1CCN(S(=O)(=O)c2cccc(F)c2)CC1	1	-0.5	1	4	95	1	-0.5	2	-1	-0.2

From PubChem
